POLH inh: qHTS for Inhibitors of Polymerase Eta; DNA polymerase eta (Homo sapiens), Q9Y253; recombinant Pol eta, fluorescent DNA replication assay; Potency, µM (top dose mostly 114 µM), for inactives: top-dose activity change, negative = inhibition, actives largely listed as inhibitors; 390,000 compounds, 1.2% hits; AID 588591, 2011; further: potency means the concentration at half of the fitted maximal effect; on the % scale 0 is the no-effect control and ±100 the full control effect
Target sequence (Q9Y253 whole entry, looked up): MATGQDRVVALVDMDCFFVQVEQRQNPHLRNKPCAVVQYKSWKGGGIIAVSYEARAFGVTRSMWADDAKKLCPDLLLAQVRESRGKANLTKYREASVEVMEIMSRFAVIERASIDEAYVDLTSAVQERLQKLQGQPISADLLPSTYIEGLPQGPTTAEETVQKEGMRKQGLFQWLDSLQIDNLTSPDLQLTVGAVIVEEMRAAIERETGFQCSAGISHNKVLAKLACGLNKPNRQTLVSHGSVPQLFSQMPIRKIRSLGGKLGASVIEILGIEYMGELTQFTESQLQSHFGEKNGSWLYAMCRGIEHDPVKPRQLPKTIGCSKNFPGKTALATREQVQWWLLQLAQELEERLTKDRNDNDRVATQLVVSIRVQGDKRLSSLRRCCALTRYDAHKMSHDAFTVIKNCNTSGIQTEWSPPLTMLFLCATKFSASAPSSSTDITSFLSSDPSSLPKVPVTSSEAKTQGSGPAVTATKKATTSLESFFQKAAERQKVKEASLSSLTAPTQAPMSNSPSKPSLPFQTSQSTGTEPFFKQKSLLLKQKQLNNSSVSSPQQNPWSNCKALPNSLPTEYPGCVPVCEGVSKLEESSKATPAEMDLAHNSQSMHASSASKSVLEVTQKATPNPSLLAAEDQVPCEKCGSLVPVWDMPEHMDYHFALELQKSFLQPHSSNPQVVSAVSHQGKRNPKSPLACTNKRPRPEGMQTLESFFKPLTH
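Pol eta (10 nM) was preincubated with compounds for 15 min at room temperature, after which fluorescent replication substrate (50 nM final) was added to start the reaction. Fluorescence was read kinetically at 0 and 10 min.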
POLK inh: qHTS for Inhibitors of Polymerase Kappa; DNA polymerase kappa (Homo sapiens), Q9UBT6; purified Pol kappa, fluorescent DNA synthesis assay, 10 min; Potency, µM (doses to about 107 µM), inactives show at the highest dose activity, negative = inhibition, usual class: inhibitors; 400,000 compounds, 0.53% hits; further: potency means the concentration at half of the fitted maximal effect; on the % scale 0 is the no-effect control and ±100 the full control effect
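Inhibition of 10 nM Pol kappa is measured by a fluorescent read-out at 0 and 10 min following addition of 50 nM substrate (final), with a 15-min room-temperature compound preincubation.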
POLI inh: qHTS for Inhibitors of Polymerase Iota; DNA polymerase iota (Homo sapiens), Q9UNA4; Potency, µM (series often up to 115 µM), for inactives: at the highest dose activity, negative = inhibition, actives largely listed as inhibitors; Pol iota fluorescent replication assay, 10 min; 390,000 compounds, 1% hits; further: potency means the concentration at half of the fitted maximal effect
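Fluorescent replication assay read twice, at 0 min and 10 min after adding 50 nM (final) substrate. Enzyme (10 nM) and compounds were first incubated 15 min at room temperature; enzyme-free buffer wells were negative controls.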
PGK inhibitor: qHTS Assay to Find Inhibitors of Phosphoglycerate Kinase | AID 602233, 2012 | 380,000 compounds, 0.043% hits | PGK/GAPDH coupled, Kinase-Glo luminescence, 60 min | Potency, µM (series often up to 57.5 µM), for inactives: at the highest dose activity change, negative = inhibition, usual class: inhibitors | Phosphoglycerate kinase, glycosomal (Trypanosoma brucei brucei), P07378; further: potency means the concentration at half of the fitted maximal effect; on the % scale 0 is the no-effect control and ±100 the full control effect; nearly all actives have a fitted effect of over 60% in size
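Recombinant glycosomal PGK reaction used 1,3-bisphosphoglycerate generated in-well by GAPDH (100nM final) in 100mM TEA pH 7.6, 5mM MgCl2, 0.01% Tween-20. After 60 minutes at room temperature, ATP was read by Kinase-Glo Plus luminescence end-point.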
BLM helicase inh: qHTS Assay for Inhibitors of Bloom's syndrome helicase (BLM); RecQ-like DNA helicase BLM (Homo sapiens), P54132; recombinant BLM DNA unwinding, fluorescence dequenching; 350,000 compounds, 0.2% hits; AID 2528, 2010; Potency, µM (titrated, usually from 56.1 µM), for inactives: top-dose activity change, negative = inhibition, usual class: inhibitors;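 further: potency means the concentration at half of the fitted maximal effect; plate controls were vehicle for no effect and no enzyme for full effect; nearly all actives have a fitted effect of over 35% in size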
APE1 inh: qHTS Assay for Inhibitors of the Human Apurinic/apyrimidinic Endonuclease 1 (APE1) | DNA repair nuclease/redox regulator APEX1 (Homo sapiens), P27695 | recombinant APE1, TAMRA/BHQ-2 abasic DNA cleavage fluorescence | Potency, µM (series often up to 65.8 µM), for inactives: at the highest dose activity change, negative = inhibition, actives largely listed as inhibitors | 350,000 compounds, 0.35% hits;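 further: potency means the concentration at half of the fitted maximal effect; plate controls were vehicle for no effect and reference inhibitor for full effect; nearly all actives have a fitted effect of over 55% in size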
Target sequence (P27695 whole entry, looked up): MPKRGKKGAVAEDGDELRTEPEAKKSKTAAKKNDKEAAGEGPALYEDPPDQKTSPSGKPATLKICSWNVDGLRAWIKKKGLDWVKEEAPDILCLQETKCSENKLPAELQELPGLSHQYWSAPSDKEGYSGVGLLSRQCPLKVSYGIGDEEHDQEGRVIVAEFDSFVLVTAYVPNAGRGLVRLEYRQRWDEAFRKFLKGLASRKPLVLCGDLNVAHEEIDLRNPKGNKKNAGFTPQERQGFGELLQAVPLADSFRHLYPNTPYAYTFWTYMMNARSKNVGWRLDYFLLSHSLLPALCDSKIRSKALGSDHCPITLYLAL
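0.75 nM APE1 + cpd, 15 min RT; start w/ 50 nM TAMRA/BHQ-2 THF-abasic dsDNA; kinetic fluor 525/598 nm ×3 reads @60 s; Δ(read3−read1); normalized to DMSO and NSC13755 control wells.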
POLB inh: qHTS Assay for Inhibitors of DNA Polymerase Beta | 340,000 compounds, 1.3% hits | P06746 | Pol beta primer extension/strand displacement, fluorescence kinetic | Potency, µM (series often up to 114 µM), for inactives: top-dose activity change, negative = inhibition, most hits filed as inhibitors | AID 485314, 2010; further: potency means the concentration at half of the fitted maximal effect; on the % scale 0 is the no-effect control and ±100 the full control effect
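Values derive from four-parameter Hill fits of normalized kinetic data: reads at 0 and 10 min following addition of 50 nM substrate to 10 nM Pol beta preincubated 15 min with compound.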
Anesthetic bind: qHTS Assay for Identification of Novel General Anesthetics; Ferritin light chain (Equus caballus), P02791; apoferritin/1-aminoanthracene competitive binding, fluorescence; Potency, µM (top dose mostly 77.5 µM), for the others: at the highest dose activity change, negative = displacement, most hits filed as inhibitors; 350,000 compounds, 0.074% hits; further: potency means the concentration at half of the fitted maximal effect; on the % scale 0 is the no-effect control and ±100 the full control effect; nearly all actives have a fitted effect of over 20% in size
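Concentration-response curves derived by four-parameter Hill fitting of normalized fluorescence, where compounds displaced 1-AMA from 10 uM horse apoferritin following a brief 10 min room-temperature incubation; propofol titration acted as positive control.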
RXFP1 antag: qHTS Assay for Antagonists of the Relaxin Receptor RXFP1. Relaxin receptor 1 (Homo sapiens), Q9HBX9. HEK293-RXFP1, relaxin-stimulated cAMP HTRF, 30 min; hits give low values. activity change, negative = inhibition, % at 57.5 µM. 350,000 compounds, 0.59% hits. AID 1259400, 2018;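 active means activity change of -60% or lower, but not beyond a set lower limit; inconclusive means change between -60% and -40%, or beyond the set limit; inactive means change above -40%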; further: on the % scale 0 is the no-effect control and ±100 the full control effect
* = called active by the depositor; i = inactive; ? = inconclusive; / = no result given; [ ] = remark or other dose. Unless noted, the call rests on the fitted dose curve; in most records, active means well fitted curve in the direction sought with a large enough effect; inconclusive means small, poorly fitted or top-dose-only effect, or another doubt; inactive means no such curve, though single readings can be large; an effect the other way counts as inactive or inconclusive. The list is partial; the hit share may differ from the screen's.

SMILES	POLH inh	POLK inh	POLI inh	PGK inhibitor	BLM helicase inh	APE1 inh	POLB inh	Anesthetic bind	RXFP1 antag
CSc1ccccc1NC(=O)c1cc(Cl)sc1Cl	-21.6%	-12.7%	117.8%[activator]	-1.3%	-4.0%	20.6%	-4.3%	-7.9%	-15.2
COC(=O)CSc1nnc(SCc2ccc(OC)cc2)s1	-12.6%	-9.1%	142.6%[activator]	1.4%	-0.8%	14.5%	14.7%	2.1%	-11.6
CCN(CC)S(=O)(=O)c1ccc(-c2nnc(SCc3nnc(-c4ccc(C)cc4)o3)n2CC)cc1	-10.9%	-0.2%	11.5%	-2.1%	0.2%	-4.1%	-22.6%	-11.2%	-2.6
C=CCn1c(SC(C)C(=O)NCCC2=CCCCC2)nc2ccccc2c1=O (stereo not given)	-9.1%	-5.8%	1.2%	-3.7%	-0.7%	4.4%	-12.4%	-10.0%	?
CCOC(=O)C1=C(N)Oc2cc(O)ccc2C1c1cccnc1 (stereo not given)	2.9%	-3.7%	2.7%	-1.6%	1.9%	-2.9%	-24.9%	-7.9%	-11.3
CCOc1ccc2nc(NC(=O)c3cc([N+](=O)[O-])ccc3N3CCOCC3)sc2c1	-12.0%	3.0%	10.2%	-0.2%	?	7.9%	-7.2%	2.4%	7.4
COc1ccc(OC)c(NC(=O)c2c3c(nc4ccccc24)CCC3)c1	-3.2%	-6.7%	?	-2.3%	-4.0%	1.8%	-6.0%	-11.0%	4.2
CN(C)c1cccc(C(=O)NCC2CCCO2)c1 (stereo not given)	-15.5%	-5.0%	19.3%	-0.4%	-1.9%	-1.8%	?	-13.0%	-3.0
CCn1cc(C(=O)NC2CCCCC2C)c(=O)c2ccc(C)nc21 (stereo not given)	-14.8%	3.9%	-0.5%	-5.3%	-0.9%	0.5%	-0.3%	-12.5%	-6.4
COc1ccc(C2CC(=O)C3=C(C2)NC(C)=C(C(=O)Nc2ccccc2C)C3c2coc3ccc(C)cc3c2=O)cc1OC (stereo not given)	-8.8%	-7.5%	6.3%	-6.3%	-14.1%	-10.8%	3.4%	-23.5%	6.7
Cc1cc(C)n(C(=O)c2ccc(C)o2)n1	3.8%	-10.6%	-2.4%	-4.4%	-2.3%	3.3%	3.1%	-15.6%	-8.9
CCCN(CCC)c1ncnc2c1cnn2-c1ccc(OC)cc1	-12.8%	-9.3%	-20.1%	-7.1%[11.5 µM]	-5.9%	-2.5%	-0.1%	-4.6%	-17.2
CCOC(=O)Cc1csc(NC(=O)CSc2ncnc3c2cnn3-c2ccc(OC)cc2)n1	-13.6%	-6.5%	3.4%	-5.7%	-5.8%	0.3%	-9.7%	?	-3.2
CCCCOc1ccc(C(C)NC(=O)CCS(=O)(=O)Cc2ccc(C)cc2)cc1 (stereo not given)	-20.9%	-4.9%	-2.7%	-9.9%	-4.1%	-1.1%	17.0%	-2.6%	-4.8
CC(=O)Oc1ccc(Nc2ccccc2)cc1	-13.7%	-10.8%	-9.6%	i	-2.7%	-3.6%	-1.1%	?	-4.6
Cc1ccc(Cl)cc1N1CCN(C(=O)Cc2ccc(-n3c(=O)[nH]c4ccsc4c3=O)cc2)CC1	-15.4%	-10.1%	-2.3%	i	-5.6%	14.3%	23.9%	-9.9%	-6.3
Cc1c(C(=O)N(Cc2ccco2)Cc2ccccc2Cl)oc2ccc(F)cc12	-5.9%	-0.7%	-10.9%	-2.3%	-4.1%	/	-8.9%	2.4%	/
O=C(CSc1nnc(-c2ccccc2)o1)NC1CCCCC1	-15.0%	8.0%	17.9%	i	-1.7%	-0.1%	0.7%	5.6%	-2.9
Cc1ccccc1Cn1c(=O)c2c(nc3n2CCN3Cc2ccco2)n(C)c1=O	-5.2%	-33.8%	?	i	/	/	/	/	9.9
CC1(C)CC(=O)c2c(oc3c(Cl)cc(NS(=O)(=O)c4ccc(Cl)cc4)cc23)C1	-10.6%	-11.6%	53.3%[activator]	7.5%	-5.0%	/	24.6%	-1.9%	7.2
Cc1ccc(CN2C(=O)N(c3ccc(F)cc3)C(=O)C2CC(=O)Nc2ccc(Cl)cc2)cc1 (stereo not given)	-15.2%	1.0%	27.3%	i	-3.5%	/	2.0%	1.9%	/
Cc1ccc(S(=O)(=O)N2CCCCC2)cc1C(=O)N1CCCC1	-9.9%	-6.0%	26.5%	-1.6%	-0.9%	12.0%	23.9%	1.7%	1.8
O=[N+]([O-])c1cc(C(F)(F)F)ccc1N1CCC(O)CC1	-7.0%	-1.3%	11.2%	i	3.6%	-4.1%	9.2%	-17.1%	14.2
COc1ccc(S(=O)(=O)NCC(c2cccnc2)N2CCN(Cc3ccccc3)CC2)cc1C (stereo not given)	-20.0%	-1.9%	6.0%	3.7%	-1.7%	43.3%	0.9%	-11.4%	0.4
CCCCCCCCCCCC(=O)NC(C(=O)O)C(O)c1ccccc1 (stereo not given)	-14.4%	-2.3%	51.8%[activator]	7.9%	-2.1%	2.5%	?	?	3.0
Cc1cccc(N2CCN(CC(=O)NCC3CCCCC3)CC2)c1C	7.3%	1.9%	-12.3%	/	-5.1%	-4.7%	-0.3%	-14.1%	-26.4
CCOC(=O)C1CCCN(C(=O)c2ccc(CS(=O)(=O)c3ccc(Br)cc3)o2)C1 (stereo not given)	-7.2%	-1.2%	2.9%	-5.4%	0.7%	?	?	0.7%	/
Cn1c(=O)n(C)c2cc(S(=O)(=O)N3CCN(c4ccccc4)CC3)ccc21	-4.4%	8.7%	1.3%	i	-3.7%	5.7%	68.6%	6.1%	-7.3
CCCC(=O)N(Cc1cc2cccc(C)c2[nH]c1=O)c1ccccc1OC	-10.0%	-4.2%	15.5%	-4.3%	-2.1%	-3.7%	-21.8%	-17.7%	5.5
COc1cc(C(=O)Oc2ccc(Br)cc2C(=S)N2CCOCC2)cc(OC)c1OC	-15.0%	-1.3%	108.5%[activator]	12.3%	-3.5%	3.9%	13.1%	-12.0%	-6.7
CC(NC(=O)COC(=O)Cc1ccsc1)C1CC2CCC1C2 (stereo not given)	-15.2%	-6.5%	0.4%	-7.1%	-2.4%	2.6%	0.5%	15.8µM*	9.2
Cc1[nH]c(=O)c(C#N)c2c1COC(C)(C)C2	-14.5%	-2.1%	-4.9%	i	1.4%	0.8%	1.3%	-6.9%	-13.0
CC(C)C(=O)Nc1ccc(C(=O)Nc2ccc(Br)cc2F)cc1	-19.7%	-2.8%	27.8%	10.7%	-0.3%	16.3%	23.7%	-2.5%	-14.6
Cc1ccc(C)c(OCCC(=O)OCC(=O)c2c(N)n(C)c(=O)n(C)c2=O)c1	-9.7%	-11.1%	45.0%[activator]	12.3%	/	0.1%	/	/	-5.0
CC(=O)c1cccc(NC(=O)CSc2nnc3ccc(-c4ccc(Cl)cc4)nn23)c1	-15.6%	-0.5%[60.1 µM]	32.3%[activator]	i	-1.6%	/	0.1%	4.5%	4.0
CC(NC(=O)Nc1ccccc1O)(C(F)(F)F)C(F)(F)F	-7.7%	-5.0%	4.4%	i	-2.2%	?	0.0%	-4.3%	8.4
Cc1[nH]n(-c2ccc([N+](=O)[O-])cc2)c(=O)c1C=NCCN1CCN(C(=O)c2ccccc2)CC1	-16.2%	-0.9%	-15.0%	-12.6%	-1.5%	16.6%	23.9%	-21.4%	-16.6
Cc1ccc(CNC(=O)CN2C(=O)NC3(CC(C)CC(C)(C)C3)C2=O)cc1 (stereo not given)	-15.2%	-32.3%	?	-3.8%	/	9.8%	/	/	-7.0
CCOC(=O)/C(=C/c1ccc(OC(=O)c2ccncc2)cc1)C(C)=O	-4.2%	-4.1%	110.0%[activator]	-6.5%	-2.5%	-2.0%	15.1%	-12.9%	-6.1
CC(=O)C1CCC2C(CCC3=CC(=O)CCC32)C1 (stereo not given)	-12.6%	-3.5%	-8.9%	-3.3%	/	/	/	/	-2.4
CCOC(=O)CCc1n[nH]c(=O)[nH]c1=O	-14.5%	2.3%	2.6%	i	-3.0%	-2.5%	23.2%	-8.8%	-10.0
CCc1ccccc1OCCSc1nnc(-c2cc(OC)c(OC)c(OC)c2)o1	-23.9%	-21.6%	-13.8%	-10.6%	-5.6%	/	?	-18.9%	-28.7
CC(C)Cn1c(N)c(C(=O)COC(=O)C2Cc3ccccc3CN2S(C)(=O)=O)c(=O)n(C)c1=O (stereo not given)	22.4µM*	?	44.7µM*	-6.9%	/	-39.1%	/	/	-8.4
CC(=O)COc1ccc2c(C)c(C)c(=O)oc2c1	-4.5%	-10.8%	7.2%	-2.6%	3.4%	-1.6%	-0.9%	-9.8%	-7.0

Copied from the listing (4 entries):
SMILES	POLH inh	POLK inh	POLI inh	PGK inhibitor	BLM helicase inh	APE1 inh	POLB inh	Anesthetic bind	RXFP1 antag
CCCCOc1ccc(C(C)NC(=O)CCS(=O)(=O)Cc2ccc(C)cc2)cc1 (stereo not given)	-20.9%	-4.9%	-2.7%	-9.9%	-4.1%	-1.1%	17.0%	-2.6%	-4.8
CC(=O)Oc1ccc(Nc2ccccc2)cc1	-13.7%	-10.8%	-9.6%	i	-2.7%	-3.6%	-1.1%	?	-4.6
Cc1ccc(Cl)cc1N1CCN(C(=O)Cc2ccc(-n3c(=O)[nH]c4ccsc4c3=O)cc2)CC1	-15.4%	-10.1%	-2.3%	i	-5.6%	14.3%	23.9%	-9.9%	-6.3
Cc1c(C(=O)N(Cc2ccco2)Cc2ccccc2Cl)oc2ccc(F)cc12	-5.9%	-0.7%	-10.9%	-2.3%	-4.1%	/	-8.9%	2.4%	/
